Source: PubChem BioAssay (National Center for Advancing Translational Sciences (NCATS))
rTrxR1 inhibitor = inhibitors of rat thioredoxin reductase 1 | O89049 | recombinant rTrxR1, NADPH fluorescence consumption, selenite substrate | Potency, µM (titrated, usually from 114 µM), for the others: top-dose activity change, negative = inhibition, most hits filed as inhibitors | 1% of 390,000 active | AID 588453; note: potency is the fitted concentration of half-maximal effect; % is set by controls: 0 for no effect and ±100 for the full control effect; nearly all actives have a fitted effect of over 65% in size
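Rat TrxR1 (90 nM in the dispensed reagent) was pre-reduced with 400 uM NADPH for 5 min at room temperature, then incubated with compound for 15 min. After 400 uM selenite was added, NADPH fluorescence (Ex 340/Em 450 nm) was followed for 8 min.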
D2 antag = D2 dopamine receptor (human) antagonism; P14416; HEK293 TREx D2 cells, calcium flux, dopamine EC80; inhibition, % at 10 µM; 2% of 340,000 active; in the data active = inhibition above about 30%; note: 0% is about no effect
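Calcium mobilization kinetics were recorded at 1 s intervals in tetracycline-induced HEK293 T-REx D2 cells, first for 180 s after compound addition and then 180 s after EC80 dopamine.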
Pin1 inh = inhibitors of human Pin1 | 0.009% of 390,000 active | Potency, µM (series often up to 115 µM), inactives show at the highest dose activity, negative = inhibition, usual class: inhibitors | Pin1 FP peptide displacement, HiFluor488, 10 min; active = well fitted inhibition curve with a large enough effect in the polarisation, with a control signal flat, not every such curve was filed as active; inconclusive = small, poorly fitted or top-dose-only effect, or effect the other way, or a change in a side signal; inactive = no such curve, though single readings can be large or run the other way; the % refers to the polarisation; note: potency is the fitted concentration of half-maximal effect; % is set by controls: 0 for no effect and ±100 for the full control effect
Target sequence (Q13526 whole entry, looked up): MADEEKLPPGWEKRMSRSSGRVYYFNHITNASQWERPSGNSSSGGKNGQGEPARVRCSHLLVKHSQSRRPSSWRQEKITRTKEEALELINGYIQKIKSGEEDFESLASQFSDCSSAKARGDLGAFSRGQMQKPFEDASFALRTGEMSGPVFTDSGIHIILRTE
TrxR1 substrate = is turned over as a substrate by rat TrxR1 | purified TrxR1 substrate turnover, NADPH consumption readout | 0.01% of 390,000 active | AID 588456 | Potency, µM (highest dose often 114 µM), for inactives: at the highest dose activity change, negative = substrate turnover; note: potency is the fitted concentration of half-maximal effect; % is set by controls: 0 for no effect and ±100 for the full control effect; nearly all actives have a fitted effect of over 50% in size
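Rat TrxR1, dispensed at 90 nM, was prereduced with 400 uM NADPH (final) for 5 min at ~22 deg C, then incubated with compound 15 min before 400 uM selenite. A first-read NADPH fluorescence drop versus no-compound background flagged substrates.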
TRHR agonist = agonists of human TRH receptor. P34981. TRHR cells, calcium flux fluo-8, FDSS agonist mode. activation, % at 2 µM. 0.18% of 360,000 active; in the data active = activation above about 30%; note: 0% is about no effect
Target sequence (P34981 whole entry, looked up): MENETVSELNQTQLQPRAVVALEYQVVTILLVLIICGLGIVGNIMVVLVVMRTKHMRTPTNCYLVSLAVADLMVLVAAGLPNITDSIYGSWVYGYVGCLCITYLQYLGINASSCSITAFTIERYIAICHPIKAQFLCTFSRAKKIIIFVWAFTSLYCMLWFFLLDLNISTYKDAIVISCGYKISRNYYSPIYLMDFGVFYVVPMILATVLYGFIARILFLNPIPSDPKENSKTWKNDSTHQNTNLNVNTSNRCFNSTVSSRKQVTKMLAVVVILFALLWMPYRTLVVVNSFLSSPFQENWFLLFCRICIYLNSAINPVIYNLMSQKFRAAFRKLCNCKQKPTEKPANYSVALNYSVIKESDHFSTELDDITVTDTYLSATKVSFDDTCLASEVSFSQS
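Read-out: compound-evoked intracellular calcium rise in TRHR cells, fluo-8 dye, kinetic FDSS fluorescence at 1 s/cycle following a 10-cycle baseline. Cells cultured overnight before dye loading (30 min–1.5 h, RT).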
TRHR PAM = TRH receptor (human) allosteric enhancement | P34981 | TRHR cells, fluo-8 calcium fluorescence, EC20 TRH enhancement | enhancement, % at 2 µM | 0.66% of 360,000 active; in the data active = enhancement above about 30%; note: 0% is about no effect
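TRHR-expressing cells loaded with fluo-8 calcium dye were read kinetically (ex 480/em 530) during compound addition, then stimulated with an EC20 of TRH (10 nM final). Enhancement of the Gq-mediated intracellular calcium response was scored.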
IDH1 R132H inh = inhibitors of human mutant IDH1 R132H; O75874; IDH1-R132H enzyme, NADPH consumption, diaphorase/resazurin fluorescence; Potency, µM (highest dose often 76.6 µM), inactives show at the top dose activity change, negative = inhibition, actives largely listed as inhibitors; 0.093% of 390,000 active; note: potency is the fitted concentration of half-maximal effect; % is set by controls: 0 for no effect and ±100 for the full control effect; nearly all actives have a fitted effect of over 65% in size
Target sequence (O75874 whole entry R132H, stated change not applied): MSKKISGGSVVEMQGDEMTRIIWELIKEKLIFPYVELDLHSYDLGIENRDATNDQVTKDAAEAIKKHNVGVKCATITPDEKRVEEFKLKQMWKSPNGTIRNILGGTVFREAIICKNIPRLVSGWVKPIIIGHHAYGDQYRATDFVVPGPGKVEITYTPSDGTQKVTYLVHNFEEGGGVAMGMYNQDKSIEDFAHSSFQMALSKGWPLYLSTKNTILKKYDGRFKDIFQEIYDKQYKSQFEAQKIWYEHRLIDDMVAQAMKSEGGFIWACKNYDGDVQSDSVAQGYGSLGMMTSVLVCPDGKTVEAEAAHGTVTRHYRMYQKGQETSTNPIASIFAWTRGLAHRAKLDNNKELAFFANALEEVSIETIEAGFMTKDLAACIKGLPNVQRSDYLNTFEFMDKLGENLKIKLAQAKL
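IDH1-R132H (0.5 ug/mL dispensed) in pH 7.5 Tris buffer was preincubated 30 min with compound, then given a substrate mix of 0.016 mM NADPH and 2 mM alpha-KG for 80 min at room temperature; remaining NADPH was read by diaphorase/resazurin fluorescence.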
D2 ag = agonists of human D2 dopamine receptor; HEK293 T-REx D2 cells, calcium flux agonist mode; 0.53% of 340,000 active; activation, % at 2 µM;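 active = activation over 3 SD above normal in the single-dose calcium agonist read, cut at about 30% in these data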; note: 0% is about no effect
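Agonism scored from kinetic calcium signal (1 read/sec, 180 s) following compound pin transfer, after a 10 s baseline. Cells: HEK293 Trex line expressing inducible D2 receptor coupled to calcium, dye-loaded after overnight culture at 30 C.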
USP1 inh = inhibitors of human USP1/UAF1 deubiquitinase; O94782; recombinant USP1/UAF1, Ub-Rhodamine cleavage fluorescence; Potency, µM (doses to about 57.1 µM), inactives show at the top dose activity change, negative = inhibition, most hits filed as inhibitors; 0.23% of 390,000 active; AID 743255; note: potency is the fitted concentration of half-maximal effect; % is set by controls: 0 for no effect and ±100 for the full control effect; nearly all actives have a fitted effect of over 60% in size; inactives centre near -12
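In this screen, compounds sit with the deubiquitinase complex (1nM) for 15 min at room temperature before Ub-Rho is added at 150nM final. Fluorescence rise is then followed for 6 reads every 60 seconds.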
Starred values were filed as active, the others as inactive; ? = inconclusive; nt = not tested or not shown; [ ] = another dose, or the depositor's remark. Unless noted, calls come from the whole dose curve; as a rule, active = well fitted inhibition curve with a large enough effect; inconclusive = small, poorly fitted or top-dose-only effect; inactive = no such curve, though single readings can be large or run the other way. This is a subset, so the mix of outcomes need not match the whole.

SMILES | rTrxR1 inhibitor | D2 antag | Pin1 inh | TrxR1 substrate | TRHR agonist | TRHR PAM | IDH1 R132H inh | D2 ag | USP1 inh
c1cncc(-c2nnc3n2C2(CCCCC2)Cc2ccccc2-3)c1 | -4% | 0 | 7% | -2% | -0.4 | 1 | 1% | -0.2 | -7%
COc1ccccc1N1CCN(CC(O)c2c(C)[nH]c3ccccc23)CC1 (stereo not given) | ? | 65* | -3% | 1% | 0.2 | -1 | -6% | 0.1 | -8%
N=C1C(c2nc3ccccc3[nH]2)=C(O)CN1NC(=O)c1c[nH]c2ccccc12 | 4% | nt | -2% | -4% | 0.6 | 1 | -2% | nt | -6%
Cc1cccc(C)c1OCc1cc(C(=O)NC2CCC(O)CC2)no1 (stereo not given) | 23% | -1 | -1% | -1% | 0.4 | 1 | 0% | 0.2 | -18%
CC(C)N1CC=C2C(C#N)=C(N)C(C#N)(C#N)C(c3ccccc3)C2C1 (stereo not given) | 12% | -6 | ? | 85%[activator] | 18 | 2 | ? | 4.1 | ?
COC(=O)[C@H](CC(C)C)NC(=O)NCCC1=CCCCC1 | 11%[57.1 µM] | -10 | -6% | 0%[57.1 µM] | -1.4 | -6 | 10% | -2.1 | -5%
O=c1c(C(c2c(O)nc3n(c2=O)CCS3)c2cccc3ccccc23)c(O)nc2n1CCS2 | 11µM* | 5 | ? | -8% | 0.0 | -8 | 6% | 0.3 | -15%
O=c1oc(-c2cccs2)nc2sc3c(c12)CCCCC3 | 5% | 22 | -2% | 15%[57.1 µM] | 0.3 | -2 | 13% | 0.9 | -3%
O=C(C1=C[C@H](c2csc3ccccc23)C[C@H](OCc2ccc(CO)cc2)O1)N1CCOCC1 | 15% | 14 | -2% | -4% | -0.5 | -2 | 0% | 0.0 | -6%
Cc1ccc(NC(=O)NC(=O)CN2C(=O)NC3(CCc4ccccc43)C2=O)c(C)c1 (stereo not given) | 10% | -2 | -3% | 5% | -0.4 | -4 | 7% | -1.0 | -17%
CC(OC(=O)c1nccnc1N)C(=O)Nc1ccc(S(=O)(=O)N2CCCC2)cc1 (stereo not given) | 0% | -11 | ? | 472%[activator] | -1.2 | 27 | 11% | -1.4 | -4%
CCN(CC)S(=O)(=O)c1ccc(N2CC(C(=O)NCc3cccnc3)CC2=O)cc1 (stereo not given) | 15% | -16 | -6% | 0% | 1.7 | -2 | -12% | 0.2 | -9%
COc1ccc([N+](=O)[O-])cc1NCc1cccnc1 | -2%[57.1 µM] | -8 | 7% | -3% | -0.2 | -2 | 4% | -0.8 | -3%
O=C1OC(c2ccc(Cl)cc2)/C(=C(/O)c2ccccc2)C1=O (stereo not given) | -43%[57.1 µM] | -12 | ? | -5%[57.1 µM] | 0.1 | 2 | -3% | 0.2 | -13%
O=C(CCSCCC(=O)NN=Cc1cccc(Cl)c1)NN=Cc1cccc(Cl)c1 | -11% | nt | -5% | -6%[11.4 µM] | nt | nt | 34%[activator] | nt | -7%
Cc1cc(Nc2cccc(F)c2)nc(NCc2ccccc2)n1 | -6% | 1 | 3% | -9% | 0.0 | -1 | 2% | 0.4 | -10%
NC1=NC(c2cccc(Cl)c2)n2c(nc3ccccc32)N1 (stereo not given) | 6% | nt | -4% | 3% | -1.1 | -10 | -9% | nt | ?
O=C(CSc1nnnn1-c1ccccc1)Nc1nsc(-c2ccc(Cl)cc2)n1 | 11%[57.1 µM] | 15 | 107%[activator] | 8%[57.1 µM] | 0.6 | 4 | 0% | 0.7 | -17%
CSCCC1NC(=O)C(C(C)=NNC(N)=O)=C1O (stereo not given) | -22% | nt | -5% | -11% | nt | nt | 6% | nt | -2%
CCC1(c2ccccc2)NC(=O)N(CC(=O)Nc2ccccc2N2CCCCC2)C1=O (stereo not given) | -4% | -6 | 3% | -7% | 1.4 | 5 | 4% | 4.6 | -24%
Cc1ccc(NC(=O)CSc2nc(-c3cccs3)nc3cc(=O)[nH]n23)cc1 | -5%[57.1 µM] | nt | 19% | 33%[activator][57.1 µM] | 0.0 | 16 | ? | -0.5 | -23%
CCCC(=O)Nc1c(-c2cccs2)c(=O)c2ccccc2n1CC | nt | -4 | nt | nt | -0.1 | 5 | nt | -0.9 | nt
O=C(CCCCn1c(=O)c2ccccc2n(Cc2cccc(Cl)c2)c1=O)NCc1ccc2c(c1)OCO2 | 19% | nt | 4% | 8% | 0.8 | 3 | 13% | -0.5 | -23%
Cc1nnc(C)n1/N=C/c1ccc(C(=O)O)cc1 | 12% | -3 | 3% | 1% | -1.1 | 16 | -5% | -0.4 | -13%
COc1ccc2[nH]c(=O)c(CN(Cc3cccnc3)C(=S)NCC3CCCO3)cc2c1 (stereo not given) | 17%[57.1 µM] | 5 | 0% | 11%[57.1 µM] | -0.3 | 3 | -3% | -0.5 | -13%

More structures:
SMILES | rTrxR1 inhibitor | D2 antag | Pin1 inh | TrxR1 substrate | TRHR agonist | TRHR PAM | IDH1 R132H inh | D2 ag | USP1 inh
CCC(C)N(C(=O)COc1ccc(Br)cc1C=O)C1CCS(=O)(=O)C1 (stereo not given) | 8% | -7 | -4% | 6%[57.1 µM] | 0.3 | -4 | 3% | -0.1 | -21%
Cc1nnc(NC(=O)CSc2nccn2C)s1 | -3%[57.1 µM] | 19 | ? | 8%[57.1 µM] | -0.7 | 2 | -7% | -0.6 | -10%
COc1ccc(OC)c(-n2cnc3cc(C(=O)NC4CCCC4)ccc32)c1 | 4%[57.1 µM] | nt | -1% | -9%[57.1 µM] | -0.5 | 0 | -3% | 0.9 | -33%
C=CC[C@@H](CC(=O)N(CCO)Cc1ccccc1)C(=O)N[C@H](C)COC(=O)[C@@H](CC=C)Cc1ccc(F)cc1 | -2% | nt | ? | -3% | nt | nt | 6% | nt | -6%
Cc1ccc(S(=O)(=O)N(C)C[C@H]2Oc3ccc(NC(=O)Nc4c(C)noc4C)cc3CC(=O)N([C@@H](C)CO)C[C@@H]2C)cc1 | 10% | nt | 1% | 6% | nt | nt | -16% | nt | -23%
COc1ccc(-n2c(-c3ccc(C)cc3)cc3c2CC(C)(C)CC3=O)c(OC)c1 | 31% | nt | 6% | 5% | 0.0 | -11 | 0% | 0.2 | -12%
CCOc1ccccc1NC(=O)CSc1nnc(-c2cnccn2)n1CC | 3%[57.1 µM] | 0 | ? | -1%[57.1 µM] | -1.2 | 3 | 23% | -0.2 | -3%
COc1ccc(Cc2nnc(NC(=O)c3cccc(C)c3)s2)cc1 | 40%[activator][57.1 µM] | -1 | -2% | 11% | -1.3 | -3 | 2% | 0.3 | -3%
CCOc1ccc(C2=Nn3cnnc3SC2)cc1 | -7% | nt | -2% | 5% | 0.0 | 17 | 9% | nt | -15%
Cc1ccc(C(=O)OCC(=O)c2ccccc2)cc1 | 7% | -1 | 3% | 3% | 0.0 | -4 | 5% | -1.0 | -15%
CC(=O)c1ccc(OCc2cc(C(=O)N3CC4C[C@@H]5CC3C[C@H](C4)C5)no2)cc1 | 14% | 0 | 1% | 4% | -0.2 | -7 | 4% | 0.4 | -19%
CCC[C@@H](CN1CCC[C@H]1CN1C(N)=NC[C@H]1C(C)C)N1C[C@@H]([C@H](C)CC)N(CCCC2CCCC2)C1=N | 21% | nt | -1% | 4% | nt | nt | -1% | nt | -6%
COc1cccc(CNC(=O)c2ccc(S(=O)(=O)N3CCCC3)cc2)c1 | 14%[57.1 µM] | -8 | -2% | 0%[57.1 µM] | 0.3 | -6 | -1% | 0.3 | -3%
CCc1ccc(-c2nc(NC(=S)NC(=O)c3cccs3)sc2C)cc1 | 14% | 0 | 0% | 5% | 0.4 | 2 | -5% | 0.3 | -9%
Cc1ccc(S(=O)(=O)N2CCN(C(=O)COC(=O)c3ccc(Br)o3)CC2)c(C)c1 | 1% | -7 | -12% | -5% | -0.3 | -7 | 5% | 0.0 | -20%
Cc1nn(-c2ccccc2)c(N)c1C(O)(C(F)(F)F)C(F)(F)F | -7% | -19 | -2% | -11% | 1.3 | 4 | -10% | 0.0 | -14%
Cc1sc2nc(CN3CCCC3)nc(N3CCN(S(=O)(=O)c4ccccc4)CC3)c2c1C | -2% | 16 | 40%[activator] | 3% | -1.0 | 10 | -2% | 0.0 | -9%
CCCNC(=O)c1ccc(N2CCC3(CC2)CC(c2cccc(Br)c2)=NO3)c(NC(=O)c2ccc(Br)cc2)c1 | 40% | 2 | 31%[activator] | 15%[57.1 µM] | 0.2 | 3 | -8% | 0.6 | -25%

Filtered by structure, those above with a thiophene ring, fused or not.
SMILES | rTrxR1 inhibitor | D2 antag | Pin1 inh | TrxR1 substrate | TRHR agonist | TRHR PAM | IDH1 R132H inh | D2 ag | USP1 inh
O=c1oc(-c2cccs2)nc2sc3c(c12)CCCCC3 | 5% | 22 | -2% | 15%[57.1 µM] | 0.3 | -2 | 13% | 0.9 | -3%
O=C(C1=C[C@H](c2csc3ccccc23)C[C@H](OCc2ccc(CO)cc2)O1)N1CCOCC1 | 15% | 14 | -2% | -4% | -0.5 | -2 | 0% | 0.0 | -6%
Cc1ccc(NC(=O)CSc2nc(-c3cccs3)nc3cc(=O)[nH]n23)cc1 | -5%[57.1 µM] | nt | 19% | 33%[activator][57.1 µM] | 0.0 | 16 | ? | -0.5 | -23%
CCCC(=O)Nc1c(-c2cccs2)c(=O)c2ccccc2n1CC | nt | -4 | nt | nt | -0.1 | 5 | nt | -0.9 | nt
CCc1ccc(-c2nc(NC(=S)NC(=O)c3cccs3)sc2C)cc1 | 14% | 0 | 0% | 5% | 0.4 | 2 | -5% | 0.3 | -9%
Cc1sc2nc(CN3CCCC3)nc(N3CCN(S(=O)(=O)c4ccccc4)CC3)c2c1C | -2% | 16 | 40%[activator] | 3% | -1.0 | 10 | -2% | 0.0 | -9%

Marked active in D2 antag (from the list above):
| canonical_smiles | rTrxR1 inhibitor | D2 antag | Pin1 inh | TrxR1 substrate | TRHR agonist | TRHR PAM | IDH1 R132H inh | USP1 inh |
| --- | --- | --- | --- | --- | --- | --- | --- | --- |
| COc1ccccc1N1CCN(CC(O)c2c(C)[nH]c3ccccc23)CC1 (stereo not given) | ? | 65* | -3% | 1% | 0.2 | -1 | -6% | -8% |
